# NadD block = inhibitors of S. aureus NadD, primary screen, biochemical, colorimetric, uHTS; inhibition, % at 20 µM; purified NadD enzyme, colorimetric absorbance read-out; 0.78% of 360,000 active; AID 602399, 2012; Nicotinate-nucleotide adenylyltransferase NadD (Staphylococcus aureus N315); in the data active = inhibition above about 26%; also: some compounds past the cut are filed as inactive
# Rpn11 block = Rpn11 (PSMD14) deubiquitinase inhibitors, primary screen, biochemical, fluorescence polarization, uHTS; human 26S proteasome, Ub4-pepOG fluorescence polarization; 20S core pre-blocked with epoxomicin; 0.59% of 360,000 active; 26S proteasome non-ATPase regulatory subunit 14 (Homo sapiens), O00487; AID 588493, 2011; calls only at 20 µM;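 active = inhibition at 20 µM, scaled to each plate's controls, above about 33%, limit read from the data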
# Target sequence (O00487 whole entry, looked up): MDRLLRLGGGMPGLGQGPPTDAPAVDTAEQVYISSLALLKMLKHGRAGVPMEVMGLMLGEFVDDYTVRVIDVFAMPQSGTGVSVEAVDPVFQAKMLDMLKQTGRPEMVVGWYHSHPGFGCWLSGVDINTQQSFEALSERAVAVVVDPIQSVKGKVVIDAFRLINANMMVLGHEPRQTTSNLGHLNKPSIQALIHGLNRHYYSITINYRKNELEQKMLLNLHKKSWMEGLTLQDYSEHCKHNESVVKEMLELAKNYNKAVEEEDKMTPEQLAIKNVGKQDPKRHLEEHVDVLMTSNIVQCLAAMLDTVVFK
# Scp-1 inhibitor = Scp-1 phosphatase inhibitors, primary screen, biochemical, colorimetric, uHTS | Carboxy-terminal domain RNA polymerase II polypeptide A small phosphatase 1 (Homo … | Recombinant Scp1, phosphopeptide, malachite green phosphate absorbance | inhibition, % at 20 µM | 0.88% of 340,000 active | AID 493091, 2011;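 active = inhibition above about 50% at 20 µM, limit read from the data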;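 also: plate controls were DMSO wells with enzyme for no effect and wells lacking enzyme for full effect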
# Target sequence (Q9GZU7 76-261 limits assumed): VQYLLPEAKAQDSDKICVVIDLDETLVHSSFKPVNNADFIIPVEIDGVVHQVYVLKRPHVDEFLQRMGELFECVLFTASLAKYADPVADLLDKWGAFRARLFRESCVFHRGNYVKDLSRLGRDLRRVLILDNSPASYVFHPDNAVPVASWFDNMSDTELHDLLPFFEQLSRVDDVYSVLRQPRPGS
#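 Test system – truncated SCP-1 phosphatase (76-261aa) · Reagent – Phosphorylated 17-residue peptide substrate · Incubation – 45 min room-temperature reaction, 5 min colour, 30 min stabiliser · Detection – colorimetric phosphate reagent with accelerator and stabiliser, absorbance at 630 nm · Measure – % inhibition at 20 µM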
# SUMO1 PPI mod = modulators of SUMO1 protein-protein interactions, primary screen, biochemical, uHTS. SUMO1 binding to a labelled peptide, TR-FRET, 1 h. AID 602429, 2012. Small ubiquitin-related modifier 1 (Homo sapiens), P63165. 0.33% of 360,000 active. inhibition, % at 20 µM; in the data active = inhibition above about 37%
# STEP block = STEP phosphatase inhibitors, primary screen, biochemical, fluorescence intensity, uHTS | Tyrosine-protein phosphatase non-receptor type 5 (Homo sapiens), P54829 | recombinant STEP, OMFP fluorogenic substrate | inhibition, % at 20 µM | 0.25% of 360,000 active;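 active = inhibition at 20 µM, scaled per plate between control wells, above about 37%, limit read from the data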;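 also: 0% = DMSO with enzyme and substrate and 100% = substrate only without enzyme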
#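 Measure: Control-normalized % inhibition with plate pattern correction | Test system: STEP phosphatase, cell-free reaction | Medium: pH 6.0 Bis-Tris with DTT and Tween 20 | Technique: Fluorescence, 480/540 nm | Times: Reaction 20 min, ambient temperature | Doses: Single compound dose of 20 µM, 1% DMSO final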
# Tb MetRS inh = T. brucei MetRS inhibitors, primary screen, biochemical, luminescence; purified T. brucei MetRS, ATP depletion, Kinase-Glo luminescence; inhibition, % at 11.9 µM; AID 624268, 2012; 0.4% of 360,000 active;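 active = inhibition above a per-plate cutoff of the control wells' mean inhibition plus 3 SD, cut at about 5.5% in these data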;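 also: 0% = DMSO wells median and 100% = median of wells with control inhibitor compound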
#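 Dosing: 11.9 µM single point; system: parasite MetRS enzyme; technique: luminescence of leftover ATP; times: 15 min enzyme-compound preincubation, 2 h reaction, 10 min detection, 25 °C; replicates: each compound tested once; read-out basis: percent inhibition relative to median high and low control wells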
# LMPTP block = LMPTP phosphatase inhibitors, primary screen, biochemical, fluorescence intensity, uHTS; 0.22% of 360,000 active; recombinant LMPTP-A, OMFP fluorogenic substrate; AID 651560, 2012; inhibition, % at 20 µM;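 active = compounds that cut the enzyme signal by at least half of the control window in the single-dose screen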;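 also: plate controls were DMSO wells with enzyme plus substrate for no effect and substrate without enzyme for full effect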
# Target sequence (P24666 whole entry, looked up): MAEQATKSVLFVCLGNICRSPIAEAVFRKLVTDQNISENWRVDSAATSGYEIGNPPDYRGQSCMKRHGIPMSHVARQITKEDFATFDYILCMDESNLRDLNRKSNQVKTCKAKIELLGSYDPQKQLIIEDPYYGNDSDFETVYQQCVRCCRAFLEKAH
#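 material = LMPTP-A | quantity = 0.625 nM enzyme | reagent = OMFP substrate, 400 µM final | buffer or medium = Bis-Tris pH 6.0, DTT, detergent | detection = endpoint fluorescence intensity from OMFP dephosphorylation | dosing = single 20 µM dose | read-out basis = % inhibition relative to no-enzyme and uninhibited control wells | control set = no-enzyme and uninhibited controls | timing = 50 min at room temperature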
# CSN inh = inhibitors of CSN-mediated cullin deneddylation, primary screen, biochemical, fluorescence polarization, uHTS | COP9 signalosome complex subunit 5 (Homo sapiens), Q92905 | Purified CSN, SCF-Nedd8-OG deneddylation | inhibition, % at 12.5 µM | 0.38% of 360,000 active | AID 651999, 2013;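 active = pattern-corrected inhibition above about 35%, with an unprinted fluorescence ratio check between 0.5 and 1.5, limit read from the data, passing the limit was not always enough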;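 also: 0% = enzyme with substrate and 100% = substrate without enzyme; some results filed as inactive read as strong as hits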
# Target sequence (Q92905 whole entry, looked up, one chain of several): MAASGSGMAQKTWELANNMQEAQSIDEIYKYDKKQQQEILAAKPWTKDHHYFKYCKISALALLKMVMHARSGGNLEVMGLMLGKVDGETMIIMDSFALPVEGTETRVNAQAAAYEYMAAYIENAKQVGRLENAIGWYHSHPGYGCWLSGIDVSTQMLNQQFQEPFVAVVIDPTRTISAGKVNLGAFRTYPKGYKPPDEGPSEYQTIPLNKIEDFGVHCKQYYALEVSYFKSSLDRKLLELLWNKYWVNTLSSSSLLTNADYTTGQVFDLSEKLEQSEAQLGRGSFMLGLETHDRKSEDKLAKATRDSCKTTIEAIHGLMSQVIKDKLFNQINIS
#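 Assay system: purified human Csn5 enzyme expressed in HEK293T cells; Input: 0.24 nM Csn5 enzyme, final concentration; Reagent: 10 nM SCFSkp2-Nedd8OG; Compound dosing: 12.5 µM single point; Times: reaction 90 min, room temperature; Technique: fluorescence polarization readout.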
# DNMT1 block = human DNMT1 methyltransferase inhibitors, primary screen, biochemical, molecular beacon, fluorescence, HinP1I cleavage, uHTS; inhibition (reported as % activation of signal), % at 10 µM; 0.83% of 360,000 active; in the data active = inhibition above about 50%
# MsrA inh = bovine MsrA enzyme inhibitors, primary screen, biochemical, absorbance, HTS; inhibition, % at 15.5 µM; purified bovine MsrA, absorbance read-out; Methionine sulfoxide reductase A (Bos taurus); 0.75% of 360,000 active; AID 651718, 2012; in the data active = inhibition above about 4.5%;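 also: 0% = vehicle wells with enzyme and 100% = reference inhibitor wells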
# * = called active by the depositor; i = inactive; nt = not tested or not shown.
no.	SMILES	NadD block	Rpn11 block	Scp-1 inhibitor	SUMO1 PPI mod	STEP block
1	CCOC(=O)C1=C(COC(=O)CNC(=O)c2ccc(Cl)cc2Cl)NC(=O)NC1C (configuration not stated)	-2	i	-3	0	3
2	CCC(C)NCCOCCOc1ccc(Cl)cc1Br (configuration not stated)	-4	i	2	-3	3
3	O=C(/C=C(/c1ccc(Cl)cc1)n1cncn1)c1ccccc1	3	i	-5	-15	15
4	COc1ccc(Cc2nnn(CC(=O)O)n2)cc1	-6	i	-8	2	-3
5	CC(=O)Oc1ccc2c(=O)c(-c3nc4ccccc4s3)coc2c1	9	i	-17	-14	-1
6	NS(=O)(=O)c1ccc(S(=O)(=O)N2CCN(C3CCCC3)CC2)cc1	2	i	-5	3	-2
7	COc1ccc(Cl)cc1NC(=O)COC(=O)c1ccc(Cl)nc1	-3	i	-4	3	2
8	CCOc1cccc(Oc2ncccc2C(=O)/C(C#N)=C/N(C)C)c1	-4	i	5	2	0
9	Cc1ccc(OCc2n[nH]c(=S)n2-c2ccccc2)cc1C	3	i	-1	-1	1
10	O=C(NCCc1cccc(Cl)c1)c1ccc(OC2CCN(Cc3ccccn3)CC2)cc1	-4	i	6	0	0

no.	Tb MetRS inh	LMPTP block	CSN inh	DNMT1 block	MsrA inh
1	-0.2	-0.4	-1	0	-0.6
2	1.9	-1.2	0	2	0.2
3	-0.5	0.3	2	3	2.3
4	-0.3	-2.4	3	2	-0.8
5	-0.5	1.1	5	5	0.2
6	-0.6	-0.7	4	1	0.8
7	-0.2	-1.2	0	1	-1.7
8	-0.4	-2.2	-3	1	0.5
9	0.4	1.5	-6	-1	-0.3
10	-1.0	-0.5	4	-1	-0.3

# 3 compounds already listed, arranged by molar mass, lowest first.
no.	SMILES	NadD block	Rpn11 block	Scp-1 inhibitor	SUMO1 PPI mod	STEP block
2	CCC(C)NCCOCCOc1ccc(Cl)cc1Br (configuration not stated)	-4	i	2	-3	3
7	COc1ccc(Cl)cc1NC(=O)COC(=O)c1ccc(Cl)nc1	-3	i	-4	3	2
1	CCOC(=O)C1=C(COC(=O)CNC(=O)c2ccc(Cl)cc2Cl)NC(=O)NC1C (configuration not stated)	-2	i	-3	0	3

no.	Tb MetRS inh	LMPTP block	CSN inh	DNMT1 block	MsrA inh
2	1.9	-1.2	0	2	0.2
7	-0.2	-1.2	0	1	-1.7
1	-0.2	-0.4	-1	0	-0.6

# The list continues.
no.	SMILES	NadD block	Rpn11 block	Scp-1 inhibitor	SUMO1 PPI mod	STEP block
11	O=C(CNc1ccccc1N1CCCC1=O)Nc1cc(C(F)(F)F)ccc1-n1cncn1	-1	i	-3	1	0
12	CN(CC(=O)Nc1ccccc1C(F)(F)F)Cc1c(O)ccc2ccccc12	-9	i	3	-20	0
13	Cc1ccc(NC(=O)C2CCN(S(=O)(=O)c3ccc4c(c3)NC(=O)C(C)S4)CC2)cc1C (configuration not stated)	6	i	-6	-3	-1
14	CN(CC(=O)N(C)CC(=O)Nc1c(Cl)cccc1Cl)Cc1ccc(Br)s1	2	i	-8	-2	-2
15	O=C(CCCN1C(=O)/C(=C/c2ccccc2Cl)SC1=S)NNC(=O)c1ccc(Cl)cc1	12	i	-2	-3	0
16	COC(=O)c1ccc2c(c1)NC(=O)C1CCCN21 (configuration not stated)	3	i	-4	13	2
17	Cc1ccc(Cc2c(-c3cccc(Cl)c3)nc3ccc(Cl)cn23)cc1	8	i	nt	3	-3
18	C=CCn1c(C)nc2c(sc3nc4c(cc32)COC(C)(C)C4)c1=O	-2	i	-4	-5	-3
19	Cc1cc(C)n2nc(Cc3ccccc3)nc2n1	-3	i	-4	1	-6
20	CC(Sc1ccc(Cl)cc1)C(=O)NNC(=O)c1ccco1 (configuration not stated)	-8	i	-18	1	-2

no.	Tb MetRS inh	LMPTP block	CSN inh	DNMT1 block	MsrA inh
11	-0.6	-0.9	-1	2	-2.0
12	-0.4	2.1	3	-11	0.9
13	0.1	2.5	-2	-6	-0.2
14	-0.2	-1.2	-3	2	0.0
15	-0.7	-0.2	4	9	1.7
16	-0.9	3.0	2	-13	nt
17	-0.5	3.3	39*	3	1.1
18	0.2	-1.8	1	0	1.4
19	-0.4	-2.4	0	3	-1.2
20	-0.1	-1.2	0	2	-0.5

# The list continues:
no.	SMILES	NadD block	Rpn11 block	Scp-1 inhibitor	SUMO1 PPI mod	STEP block
21	Cc1c(N(C(=O)CNC(=O)c2ccccc2)C2(C(=O)NC3CCCC3)CCCCC2)c(=O)n(-c2ccccc2)n1C	-1	i	-5	1	6
22	CC(NC(=O)c1ccc(Cl)cc1)C1CC2CCC1C2 (configuration not stated)	5	i	0	1	0
23	COc1ccc(-n2c(CN3CCN(c4ccccc4)CC3)nc3ccc([N+](=O)[O-])cc3c2=O)c(OC)c1	10	i	-12	-35	3
24	Cc1occc1C(=O)Nc1ccc2c(c1)CCC2	2	i	-8	-3	-2
25	Clc1ccc(OCCCN2CCCC2)cc1Cl	-1	i	-1	-2	-2
26	C/C(=N\Nc1cc(N2CCOCC2)ncn1)c1ccc(O)cc1	-7	i	-6	-1	-2
27	Cc1cc(C)c(NC(=S)N(C)C)c(C)c1	3	i	-7	1	0
28	COc1ccccc1N(CC(=O)NCCSCc1ccccc1Cl)S(C)(=O)=O	-4	i	-5	4	2
29	COc1cc2c(cc1OC)/C(=C/C(=O)OCc1ccccc1)OC2	nt	nt	nt	0	nt
30	COc1cccc(C(=O)N2CCOCC2)c1OC	-3	i	-6	-2	3

no.	Tb MetRS inh	LMPTP block	CSN inh	DNMT1 block	MsrA inh
21	-0.7	-1.4	5	3	2.8
22	-0.6	-0.4	1	1	-0.4
23	0.4	1.5	2	-2	2.0
24	-1.9	0.1	-6	-3	1.2
25	-0.3	-8.1	-4	-2	-0.8
26	-1.9	0.3	-2	3	1.8
27	-0.3	0.4	4	2	1.2
28	0.1	0.0	-1	-2	1.1
29	-1.0	-0.8	-4	nt	2.7
30	-0.5	-0.2	-3	-1	1.3

# Complete entries, looked up by structure:
# Results for CC(NC(=O)c1ccc(Cl)cc1)C1CC2CCC1C2 (configuration not stated) : NadD block: 5; Rpn11 block: i; Scp-1 inhibitor: 0; SUMO1 PPI mod: 1; STEP block: 0; Tb MetRS inh: -0.6; LMPTP block: -0.4; CSN inh: 1; DNMT1 block: 1; MsrA inh: -0.4
# Results for COc1ccccc1N(CC(=O)NCCSCc1ccccc1Cl)S(C)(=O)=O : NadD block: -4; Rpn11 block: i; Scp-1 inhibitor: -5; SUMO1 PPI mod: 4; STEP block: 2; Tb MetRS inh: 0.1; LMPTP block: 0.0; CSN inh: -1; DNMT1 block: -2; MsrA inh: 1.1

# Going on with the list:
no.	SMILES	NadD block	Rpn11 block	Scp-1 inhibitor	SUMO1 PPI mod	STEP block
31	CCNc1ccc(P(=O)(c2ccccc2)c2ccccc2)cc1	-1	i	-3	-1	0
32	COc1ccccc1CN1C(=NC(=O)C2CCCCC2)SC2CS(=O)(=O)CC21 (configuration not stated)	1	i	11	-1	0
33	Cc1c(C)n2c(SCC(=O)N3CCOCC3)nnc2[nH]c1=O	1	i	1	9	-1
34	C=CCN1CC(O)=C(c2nc3ccccc3[nH]2)C1=N	8	i	-4	2	2
35	Clc1ccc(CSc2ncnc3c2ncn3C2CCCCO2)cc1 (configuration not stated)	0	i	1	0	0
36	COc1ccc(OC)c(CCNC(=O)c2cccc(NC3=NC4CS(=O)(=O)CC4S3)c2)c1 (configuration not stated)	-8	i	-9	2	0
37	Cc1ccc(SCc2nc(-c3ccncc3)no2)cc1	-5	i	-12	0	-1
38	Cc1nc(C)n(CCNC(=O)c2ccco2)n1	-5	i	6	1	-1
39	Cc1ccc(S(=O)(=O)N2c3ccc(S(N)(=O)=O)cc3CC2C)cc1 (configuration not stated)	-2	i	-7	-5	1
40	CC(=O)N1CCN(C(=O)CCc2nc3ccccc3c(=O)[nH]2)CC1	-1	i	-3	-1	-5

no.	Tb MetRS inh	LMPTP block	CSN inh	DNMT1 block	MsrA inh
31	-0.4	0.2	-5	-5	1.2
32	-0.5	0.6	-2	8	1.5
33	0.3	-1.1	-5	2	-0.5
34	-0.1	-1.6	8	-1	-0.5
35	-0.1	0.1	2	-2	0.7
36	2.8	-0.8	1	8	0.9
37	-1.3	-0.8	2	-5	0.4
38	-0.7	-1.6	7	0	-0.2
39	-0.3	-2.4	1	-8	-0.3
40	-0.4	-0.4	1	0	-0.2

# Remaining list, next part:
no.	SMILES	NadD block	Rpn11 block	Scp-1 inhibitor	SUMO1 PPI mod	STEP block
41	CC1CN(C(=O)CCC(=O)NCc2ccc(Cl)cc2)c2ccccc2O1 (configuration not stated)	-4	i	-8	-4	3
42	COc1ccc(NC(=O)CCNC(=O)C2CCN(S(=O)(=O)c3ccc(OC)cc3)CC2)cc1	-10	i	-10	5	-3
43	CC(C)C(=O)N1CCC(Cc2ccccc2)CC1	-1	i	6	4	0
44	Cc1[nH]c(=O)[nH]c(=O)c1N1CCOCC1	-1	i	2	3	0
45	COC(=O)C1CCN(C(=O)Nc2ccccc2)CC1	0	i	-1	1	-1
46	CCOC(=O)c1sc(=S)n(-c2ccccc2)c1NC(C)=O	0	i	-4	3	-1

no.	Tb MetRS inh	LMPTP block	CSN inh	DNMT1 block	MsrA inh
41	0.1	0.4	-1	6	0.8
42	-0.4	-0.5	1	1	-1.0
43	-1.1	-0.7	-1	-4	-1.3
44	-0.2	-1.0	0	1	0.1
45	-0.3	-2.7	1	1	0.3
46	0.1	-0.2	0	-6	2.7

# Bioassay records (PubChem)
